Screening results (PubChem BioAssay)
TLR9-MyD88 inh – TLR9-MyD88 interaction inhibition. Q9NR96+Q99836. CHO BLA complementation TLR9-MyD88, CCF4 FRET ratio. inhibition, % at 4.98 µM. 340,000 compounds, 0.21% hits. AID 504734;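 active = inhibition above the mean over all tested compounds plus 3 SD, cut at about 21% in these data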;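 also: 0% = DMSO only wells and 100% = clavulanate BLA inhibitor control wells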
EBV LMP1 NFkB – inhibitors of Epstein-Barr LMP1-induced NF-kappaB reporter; LMP1-induced NF-kappaB luciferase reporter cells, luminescence; inhibition, % at 12.5 µM; 350,000 compounds, 0.69% hits; AID 504558; in the data active = inhibition above about 41%;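 also: 0% = neutral control wells and 100% = reference inhibitor control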
NCOA2 inhibitor – inhibits human steroid receptor coactivator 2. HEK293 GAL4-SRC2 luciferase reporter, luminescence. inhibition, % at 9 µM. AID 651957. 370,000 compounds, 0.17% hits;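 active = inhibition above the mean inhibition of all tested compounds plus 3 SD, set per campaign, cut at about 52% in these data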;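 also: 0% = DMSO treated cells and 100% = cells given Gossypol at 36 µM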
TROY signal inh – blocks TROY-dependent signaling in reporter cells; Q293 LMP1-TROYcd NF-kB luciferase reporter, 4 h; inhibition, % at 10 µM; 360,000 compounds, 0.98% hits; AID 1347056;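 active = compounds whose plate-normalised and pattern-corrected inhibition of the luciferase reporter signal at the single screening dose is 50% or more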
COUP-TFII inh – inhibitors of human COUP-TFII (NR2F2) | HEK293T NGFI-A luciferase reporter, luminescence | inhibition, % at 8.6 µM | 370,000 compounds, 0.7% hits;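 active = inhibition above a per-plate cutoff, mean inhibition of test wells between control levels plus 3 SD, cut at about 38% in these data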;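 also: cells cotransfected with COUP-TFII expression vector driving the NGFI-A reporter; 0% = median of COUP-TF2 test wells and 100% = reporter-only cells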
Target sequence (P24468 whole entry, looked up): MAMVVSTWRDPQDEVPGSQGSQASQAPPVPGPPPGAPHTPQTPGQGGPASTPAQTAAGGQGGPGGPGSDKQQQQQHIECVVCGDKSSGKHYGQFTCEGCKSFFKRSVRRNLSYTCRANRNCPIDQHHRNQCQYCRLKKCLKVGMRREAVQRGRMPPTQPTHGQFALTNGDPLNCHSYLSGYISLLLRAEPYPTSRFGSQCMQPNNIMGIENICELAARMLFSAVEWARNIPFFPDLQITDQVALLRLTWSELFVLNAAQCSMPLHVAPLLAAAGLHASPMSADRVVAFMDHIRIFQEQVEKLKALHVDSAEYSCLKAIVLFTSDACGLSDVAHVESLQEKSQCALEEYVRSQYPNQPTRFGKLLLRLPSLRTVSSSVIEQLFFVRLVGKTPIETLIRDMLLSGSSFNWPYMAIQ
NCOA1 inh – inhibitors of human steroid receptor coactivator 1 (SRC1); Q15788; inhibition, % at 3.6 µM; 360,000 compounds, 0.12% hits; HEK293 GAL4-SRC1 luciferase reporter, luminescence;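 active = inhibition above the campaign mean plus 3 SD, with each screening campaign given its own cutoff, cut at about 60% in these data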;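 also: 0% = DMSO treated cells and 100% = gossypol at 36 µM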
TWEAK Fn14 block – blocks TWEAK-Fn14 interaction in a reporter cell assay; TWEAK-stimulated Fn14 reporter cells, luciferase luminescence, 8 h; 360,000 compounds, 2% hits; inhibition, % at 10 µM; in the data active = inhibition above about 50%
NCOA3 inh – inhibitors of human steroid receptor coactivator 3 (SRC3) | Q9Y6Q9 | HEK293 GAL4-SRC3 luciferase reporter, luminescence | inhibition, % at 3.6 µM | 360,000 compounds, 0.17% hits;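 active = inhibition above a per-campaign cutoff, the mean of all compounds plus 3 SD, cut at about 60% in these data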;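 also: 0% = DMSO-treated cells and 100% = gossypol-treated cells at 36 µM; higher means less SRC3-driven luciferase light from the GAL4 reporter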
NOD2-RIPK2 inh – NOD2-RIPK2 protein interaction inhibition; O43353; CHO BLA complementation NOD2-RIPK2, CCF4 ratio; inhibition, % at 4.98 µM; 360,000 compounds, 0.38% hits; in the data active = inhibition above about 21%;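 also: 0% = vehicle only and 100% = reference blocker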
Target sequence (O43353 whole entry, looked up): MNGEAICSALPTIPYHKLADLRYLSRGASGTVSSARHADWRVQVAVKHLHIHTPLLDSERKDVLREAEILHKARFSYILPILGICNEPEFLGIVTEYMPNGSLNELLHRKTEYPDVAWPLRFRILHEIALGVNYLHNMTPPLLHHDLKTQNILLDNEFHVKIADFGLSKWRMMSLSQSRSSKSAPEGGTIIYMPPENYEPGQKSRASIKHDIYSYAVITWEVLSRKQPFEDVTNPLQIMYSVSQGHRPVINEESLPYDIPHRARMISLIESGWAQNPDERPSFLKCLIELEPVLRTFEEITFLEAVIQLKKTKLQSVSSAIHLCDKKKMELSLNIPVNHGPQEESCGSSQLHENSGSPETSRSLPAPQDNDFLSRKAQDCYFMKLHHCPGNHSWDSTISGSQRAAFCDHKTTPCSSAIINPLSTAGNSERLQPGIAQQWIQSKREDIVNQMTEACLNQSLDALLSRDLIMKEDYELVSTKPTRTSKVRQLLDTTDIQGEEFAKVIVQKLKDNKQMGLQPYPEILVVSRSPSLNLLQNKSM
TRAIL sens C8 – caspase-8 TRAIL sensitization | NB7+C8 cells + TRAIL, ATPlite viability luminescence | inhibition (viability loss, TRAIL sensitization), % at 10 µM | 360,000 compounds, 1% hits;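 active = compounds causing at least 50% loss of cell viability in the single-dose screen, relative to plate controls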
NR5A2 inv ag – NR5A2 inverse agonism in reporter assay. inhibition, % at 3.6 µM. HEK293T StAR-luciferase reporter, LRH-1 transfected, 24 h. O00482. 360,000 compounds, 0.13% hits;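 active = inhibition above the mean inhibition of all tested compounds plus 3 SD, cut at about 73% in these data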;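 also: 0% = DMSO wells and 100% = reporter-only cells lacking LRH-1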
* hit, by the source's call; x = no result given. Only part of the results is shown (hit frequency here may not be typical).

Order of values: TLR9-MyD88 inh	EBV LMP1 NFkB	NCOA2 inhibitor	TROY signal inh	COUP-TFII inh	NCOA1 inh	TWEAK Fn14 block	NCOA3 inh	NOD2-RIPK2 inh	TRAIL sens C8	NR5A2 inv ag
COc1ccc(CCNC(=O)c2cccs2)cc1
→ 2	-1	-1	-22	1	-31	-12	-43	-3	19	-38
CCCc1cc(=O)oc2cc(C)cc(OCC(=O)NCCN3CCOCC3)c12
→ 1	-5	27	-2	0	-27	-15	19	-4	7	14
O=C(NC1CCCC1)C(NS(=O)(=O)c1ccc(Br)s1)c1ccccc1 (stereo not drawn)
→ -6	-6	-11	8	12	-4	-7	-1	-2	-6	15
Cc1ccc2nc(NC(=O)c3ccccc3F)sc2c1
→ -7	-29	-42	8	-18	-111	69*	-80	-1	58*	-103
O=[N+]([O-])c1ccc2ncnc(N3CCN(Cc4ccc5c(c4)OCO5)CC3)c2c1
→ 3	42*	49	46	28	61	78*	56	4	31	30
O=C(CSCc1ccccc1)Nc1ccc2c(c1)OCO2
→ 5	-41	-18	-62	-37	-108	-22	-54	1	2	-133
O=C(NCC(c1ccco1)N1CCc2ccccc21)c1ccccc1F (stereo not drawn)
→ 3	2	0	-7	-1	13	-11	2	-2	-1	10
c1csc(-c2nnc(N3CCOCC3)c3ccccc23)c1
→ 3	5	0	-4	-10	-11	6	8	6	-3	3
COc1ccccc1NC(=O)c1ccccc1C(=O)O
→ -9	3	-2	-6	-2	-13	9	-3	-3	-2	-12
C=C(C)Cn1c(CCn2c3ccccc3c3ccccc32)n[nH]c1=S
→ -1	2	14	-3	6	10	-8	6	-10	-7	-18
CCOC(=O)[C@]12CCC=C1N(Cc1ccc3c(c1)OCO3)C(=O)[C@H](CC(=O)NCCC(C)C)C2
→ x	x	-29	-6	-5	x	0	x	-4	-24	-9
COc1cc(NC(=O)c2ccc(F)cc2)c(OC)cc1Cl
→ 2	-3	-9	3	-11	-1	9	-6	-1	-20	25
Cc1ccc(C(=O)NNC(=O)CSc2nnc(C3CC3)n2C)cc1
→ -13	4	17	-6	-1	-38	-4	-8	-3	-1	-8
Cc1sc2c(c1C)c(=O)n(-c1ccc(F)cc1)c(=O)n2CC(=O)NCc1ccco1
→ -5	1	-11	-5	18	10	4	6	-6	-22	11
CN(c1nc2nonc2nc1NC1CC1)C1CCOC1 (stereo not drawn)
→ -9	-2	-7	4	24	-11	-14	3	-2	-5	0
CC(C)C(=O)Nc1c(C(=O)c2ccc(F)cc2)oc2ccccc12
→ -2	-2	-6	0	15	13	9	21	-15	4	27
C(=N\Nc1nc(-c2ccccc2)cs1)/c1cccs1
→ -6	-78	-40	-40	-14	-84	-11	-77	3	0	-27
CC1(C)Cc2nc3sc(C(=O)NCCCO)c(N)c3cc2CS1
→ -4	-30	-10	-20	-28	-8	-4	-26	-7	0	8
COC(=O)C1=C(C)Nc2[nH]c(=S)[nH]c(=O)c2C1c1ccc(OC)cc1 (stereo not drawn)
→ 3	4	9	-18	6	-8	-8	2	6	-4	-11
O=C(N1CCCCC1)N1CCCN(C(=O)N2CCCCC2)CC1
→ 1	-6	-11	-19	0	11	-4	-22	2	1	24
CCOC(=O)C1=C(COC(=O)/C=C/c2ccc(OC)cc2)NC(=O)NC1C (stereo not drawn)
→ 5	-8	1	-5	7	-23	12	-11	-8	15	-7
Cc1cccc(CC2CC(=O)N(C3CCCCC3)C2=O)c1 (stereo not drawn)
→ -6	2	x	-14	x	-32	2	31	11	-7	13
Cc1ncc2c(n1)-c1cc(F)ccc1SC2
→ -6	-1	7	1	-3	2	13	8	-5	12	-2
O=C(O)[C@H](Cc1ccccc1)N1C(=O)c2c(Cl)c(Cl)c(Cl)c(Cl)c2C1=O
→ -5	-8	-1	-5	1	-39	11	-24	-5	-4	14
c1ccc(CNCCCNCCCCNCCCNCc2ccccc2)cc1
→ -1	9	0	10	8	9	-18	-5	-11	24	1
Cc1cccc2c1-c1sc(C(=O)NCCCN3CCc4ccccc4C3)cc1CO2
→ -18	2	-15	2	2	-19	-5	8	0	12	-6
CCOC(=O)c1[nH]c2ccccc2c1N=C(C)N(CC)CC
→ 2	0	7	5	3	8	13	27	4	-1	-3
O=C(NCc1ccccn1)Nc1cccc(NC(=O)NCc2ccccn2)c1
→ -6	-26	-52	-63	-25	-62	-5	-49	-3	-2	-62
CC1CN(CCOc2ccccc2[N+](=O)[O-])CC(C)O1 (stereo not drawn)
→ 6	-2	-12	-8	12	5	11	18	2	4	4
Cc1cccc(C)c1-n1nnnc1C1(C)CCC(=O)N1CC1CCCCC1 (stereo not drawn)
→ x	x	0	-6	0	x	2	x	-27	-3	-5
O=C(O)COc1ccccc1/C=N/NC(=O)c1ccc2c(c1)OCCO2
→ -3	2	-1	-2	-37	-14	22	-26	-2	28	-33
Fc1ccc(CN2CCSCC2)cc1F
→ -3	7	10	12	18	0	-19	-17	3	4	-1
COCCNC(=S)N1CCN(C)CC1
→ -13	0	21	3	20	-4	7	8	-3	-13	-8
CCOC(=O)C1(Cc2ccccc2)CCN(Cc2ccon2)CC1
→ 8	-2	-8	-1	8	-3	-12	8	-8	-11	3
CC(C)(C)NCC(=O)c1c[nH]c2ccccc12
→ 0	-17	-6	-5	-3	-10	0	19	9	-4	7
Cc1cccc(CC(=O)NCCS(=O)(=O)N2CCN(c3ccccc3)CC2)c1
→ 7	-2	14	10	18	0	6	20	-7	-1	12
N/C(=N\OC(=O)CCCc1ccccc1)c1ccccn1
→ -8	-5	1	-41	-20	-13	-31	4	-4	-11	-24
O=C(O)c1cccc2c1Cc1cc([N+](=O)[O-])ccc1-2
→ -6	-11	-3	-13	-6	-6	-9	2	0	1	-4
Cc1ccc(S(=O)(=O)N2CCC(C(=O)NCc3ccccc3Cl)CC2)cc1
→ 3	-10	0	13	7	6	-13	11	1	1	-14
O=S(=O)(N1CCOCC1)N1CCN(c2ccc(F)cc2)CC1
→ -1	0	6	-2	4	11	-5	7	2	-15	-1
Cn1cc(/C=N/NC(=O)c2cc3cc(Br)ccc3o2)c2ccccc21
→ x	x	10	-1	8	-5	-27	-22	-3	16	0
O=C(COc1ccccc1)Nc1c2c(nn1-c1ccccc1)CS(=O)C2 (stereo not drawn)
→ 4	-7	-6	6	-7	-8	-8	-3	-6	8	-6
CCOc1ccccc1CN1CCCC(CNC(=O)Cc2ccc(OC)cc2)C1 (stereo not drawn)
→ -5	2	-22	13	-5	5	-10	9	3	4	2
C[C@H](CO)N1C[C@H](C)[C@@H](CN(C)S(C)(=O)=O)Oc2c(NC(=O)c3ccncc3)cccc2C1=O
→ 8	-1	19	-9	-16	-14	9	-7	1	-21	0
CCOC(=O)c1c(C)[nH]c(C(=O)OCc2csc(CC(=O)Nc3ccccc3C)n2)c1C
→ 0	-2	-32	-4	10	-8	12	-5	-6	25	-8
O=C(CSc1nnnn1-c1ccccc1)CC(=O)Nc1ccc(Cl)cc1
→ -8	-9	-29	2	-6	-4	1	-21	-5	23	6
COC(=O)c1ccccc1NC(=O)CNC(=O)c1ccco1
→ -11	2	-28	-27	-2	-14	-11	-2	-1	9	-6
O=C(NCc1ccco1)c1cc([N+](=O)[O-])ccc1N1CCOCC1
→ -9	-5	-14	4	1	8	-9	22	-10	6	-12
Cc1ccc(CN2CCN(C3CCC3)CC2CCO)cc1 (stereo not drawn)
→ -4	0	-21	-9	3	0	1	15	-7	-1	-17
COc1cc2c(cc1OC)C(C(=O)N1CCCCC1)C(c1ccccc1F)N(C)C2=O (stereo not drawn)
→ -3	0	-8	6	10	6	6	17	-4	9	5
O=C(NC1CCCCC1)c1ccc2c(c1)OCCO2
→ 8	3	-54	-43	-25	-89	9	-100	-7	13	-57
COc1cccc(OCCn2cc(C=O)c3ccccc32)c1
→ 5	7	-22	6	-11	-2	-21	-15	2	8	10
CC1CCN(S(=O)(=O)c2ccc(NC(=O)c3ccco3)cc2)CC1
→ -3	-6	2	-17	-4	-1	31	-7	-9	4	-11
Cc1cccc(-c2n[nH]c(=S)n2/N=C/c2cccs2)c1
→ x	x	-28	19	9	15	1	9	-12	-2	9
CN(C)CCCN1C(=O)C(O)=C(C(=O)c2cc3ccccc3o2)C1c1ccccn1 (stereo not drawn)
→ 3	5	-14	-21	-3	2	5	6	-5	-18	4
CC1CCCN(c2nc3ccsc3c(=O)s2)C1 (stereo not drawn)
→ 8	-9	-13	-65	-43	-74	-22	-78	-10	46	-101
COc1cccc(OC)c1C(=O)Nc1sc2c(c1C(N)=O)CCN(Cc1ccccc1)C2
→ 3	-3	1	1	-1	6	7	-9	3	-7	5
Cc1c2c(nc3ccccc13)OCC2
→ -2	0	-3	-14	4	-8	-10	-4	-9	-2	2
O/N=C/c1ccccc1OCc1ccc(Cl)cc1
→ 10	-19	-25	-28	-11	-52	-78	-16	0	-8	-39
CCOc1cc(/C=N/NC(=O)c2ccc(CN3CCOCC3)cc2)ccc1OCc1ccccc1
→ -1	-13	18	51*	5	8	70*	4	7	27	16

The list goes on.
Order of values: TLR9-MyD88 inh	EBV LMP1 NFkB	NCOA2 inhibitor	TROY signal inh	COUP-TFII inh	NCOA1 inh	TWEAK Fn14 block	NCOA3 inh	NOD2-RIPK2 inh	TRAIL sens C8	NR5A2 inv ag
Cc1nc(-c2ccccn2)sc1C(=O)Nc1ccc(F)cc1
→ -13	11	-44	-17	-22	0	9	-31	1	16	-34
CN(C)S(=O)(=O)c1ccc(NC(=O)CSc2nnnn2C)cc1
→ 1	2	6	-7	6	-4	-28	-6	2	-3	3
Cc1c(C(=O)NCCc2ccccc2)oc2ccc(S(=O)(=O)N3CCC4(CC3)OCCO4)cc12
→ 5	7	-7	2	11	5	1	-5	-7	-8	9
Cc1ccc(NC(=O)c2ccc(S(=O)(=O)Nc3c(C)n(C)n(-c4ccccc4)c3=O)cc2)nc1
→ -2	2	-4	-36	-5	1	-2	5	-8	5	4
Cc1cccc(C)c1NC(=O)C(NC(=O)c1ccccn1)c1ccccc1[N+](=O)[O-] (stereo not drawn)
→ 6	0	2	0	6	-13	14	12	3	1	8
O=C(N/N=C/c1cccnc1)C1CC1(c1ccccc1)c1ccccc1 (stereo not drawn)
→ -5	2	-3	4	-5	-8	-4	9	-4	1	0
CCOc1ccc(S(=O)(=O)Nc2cccc(C(=O)N3CCN(c4ccc(OC)cc4)CC3)c2)cc1
→ 8	-5	-5	16	0	-8	-5	21	13	-24	5
COc1ccc(OC)c(NC(=O)c2csc(Cl)c2OC)c1
→ 8	-2	-15	-49	4	-22	-54	-19	0	17	5
Cc1nc(Nc2cccc(C(F)(F)F)c2)nc2c1C(=O)CC(C)C2 (stereo not drawn)
→ -8	-17	-4	15	-2	3	-6	11	-14	29	-5

Full records from above. Values in the order: TLR9-MyD88 inh, EBV LMP1 NFkB, NCOA2 inhibitor, TROY signal inh, COUP-TFII inh, NCOA1 inh, TWEAK Fn14 block, NCOA3 inh, NOD2-RIPK2 inh, TRAIL sens C8, NR5A2 inv ag
O=C(N/N=C/c1cccnc1)C1CC1(c1ccccc1)c1ccccc1 (stereo not drawn) as listed: -5, 2, -3, 4, -5, -8, -4, 9, -4, 1, 0
Cc1ccc(CN2CCN(C3CCC3)CC2CCO)cc1 (stereo not drawn) as listed: -4, 0, -21, -9, 3, 0, 1, 15, -7, -1, -17
